# IL1B secr inh – blocks inflammasome-driven IL-1 beta release; THP-1 LPS/ATP IL-1B secretion, AlphaLISA, 16 h; hits give low values; activity change, % at 57.5 µM; hit rate 4.7% among 360,000; in the data active = activity change below about -50%; inconclusive = mostly about -30% to -49%; note: % is set by controls: 0 for no effect and ±100 for the full control effect
#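 Secreted IL-1B measured by AlphaLISA bead assay after 16 h compound exposure of THP-1 cells; compounds (final up to 57.5 uM) added 1 h before LPS (250 ng/mL) and ATP (1.25 mM) stimulation; lower signal means less secretion.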
# KB-V1 cytotox – KB-V1 MDR subline cytotoxicity | AID 1347076 | hit rate 3.4% among 400,000 | KB-V1 MDR cells viability, CellTiter-Glo, 72 h | Potency, µM (titrated, usually from 46.1 µM), without a hit: at the highest dose activity change, negative = cytotoxicity, usual class: cytotoxic; note: potency is the fitted concentration of half-maximal effect; % is set by controls: 0 for no effect and ±100 for the full control effect; nearly all actives have a fitted effect of over 60% in size
#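 Drug-selected KB-V1 cells, grown in DMEM lacking phenol red with 10% FBS, receive compound titrations; after three days at 37 degrees C, surviving cell ATP is quantified by CellTiter-Glo luminescence and responses normalized and curve-fitted.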
# S2 tox – cell viability loss in ATXN counter-screen | S2 cells (HEK-293 line with an ATXN2-luciferase reporter) viability, CellTiter-Fluor protease fluorescence, 24 h | Potency, µM (top dose mostly 56.7 µM), actives largely listed as cytotoxic | hit rate 0.49% among 400,000; note: potency is the fitted concentration of half-maximal effect; nearly all actives have a fitted effect of over 40% in size
# SW480 rerep – DNA re-replication induction in SW480 cells | hit rate 1.8% among 340,000 | SW480 DNA re-replication, Hoechst DNA content imaging, 48 h | AID 624297 | Potency, µM (series often up to 46.1 µM), for inactives: at the highest dose re-replication activation, most hits filed as activators; note: potency is the fitted concentration of half-maximal effect; % of control where 0% means no effect; nearly all actives have a fitted effect of over 55% in size
#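 First, 250 cells per well were seeded. Next, compound or vehicle (23 nL) was pinned in, plates sat 48 hr at 37 C. Finally Hoechst was added for 40 min before fluorescence scanning.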
# MCF10A rerep – inducers of DNA re-replication in MCF 10A breast cells; MCF 10A DNA re-replication, Hoechst nuclear intensity, 48 h; Potency, µM (doses to about 46.1 µM), without a hit: at the highest dose activity, positive = re-replication, actives largely listed as activators; hit rate 2.9% among 350,000; note: potency is the fitted concentration of half-maximal effect; % of control where 0% means no effect; nearly all actives have a fitted effect of over 50% in size
# ATXN2 expr inh – ATXN2 expression inhibition; HEK-293 ATXN2-luciferase reporter, luminescence, 24 h; Potency, µM (series often up to 57 µM), inactives show top-dose activity change, negative = inhibition, actives largely listed as inhibitors; hit rate 0.72% among 360,000; AID 1745845; note: potency is the fitted concentration of half-maximal effect; % is set by controls: 0 for no effect and ±100 for the full control effect; nearly all actives have a fitted effect of over 55% in size
#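 ATXN2-luciferase reporter cells (luciferase flanked by upstream and downstream ATXN2 gene portions) were treated 24 h at 37 °C with compounds at up to 57 uM. SteadyGlo luminescence gave expression; GF-AFC fluorescence gave viability.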
# KB-3-1 tox – kills parental KB-3-1 adenocarcinoma cells | hit rate 1.4% among 400,000 | Potency, µM (titrated, usually from 46.1 µM), for the others: at the top dose activity change, negative = cytotoxic, actives largely listed as cytotoxic | KB-3-1 viability, CellTiter-Glo ATP luminescence, 72 h; note: potency is the fitted concentration of half-maximal effect; % is set by controls: 0 for no effect and ±100 for the full control effect; nearly all actives have a fitted effect of over 60% in size
#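 Cells are dispensed, compounds pinned in, plates held at 37 °C for 72 h, then CellTiter-Glo is added and luminescence read after 10 minutes. Cell line: parental KB-3-1 in phenol-red-free DMEM, 10% FBS.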
# HT1080 IDH1KD tx – kills HT-1080 cells with IDH1 knockdown; hit rate 2% among 360,000; HT-1080 IDH1 knockdown viability, ATP luminescence, 48 h; Potency, µM (doses to about 46.1 µM), for the others: at the top dose activity, negative = toxicity, most hits filed as cytotoxic; AID 686971;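 note: potency is the fitted concentration of half-maximal effect; 0% = DMSO wells and -100% = cell-free medium wells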
#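 Viability of IDH1-knockdown HT-1080 fibrosarcoma cells was assessed by CellTiter-Glo after 48 h at 37 °C with titrated compound; concentration-effect curves were classified by fit quality and response size.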
# HT1080-NT tox – kills 2HG-producing HT-1080-NT fibrosarcoma cells | HT-1080-NT fibrosarcoma viability, CellTiter-Glo ATP luminescence, 48 h | Potency, µM (titrated, usually from 46.1 µM), for the others: top-dose activity, negative = less viability, hits mostly cytotoxic | hit rate 1.6% among 360,000 | AID 686970;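 note: NT is the 2HG producing partner of a matched IDH1 knockdown line; potency is the fitted concentration of half-maximal effect; 0% = DMSO-treated cells and -100% = media-only wells without cells; nearly all actives have a fitted effect of over 55% in size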
#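 Viability by CellTiter-Glo luminescence after 48 h compound exposure at 37C of HT-1080-NT cells (750/well, RPMI, 5% FBS). % activity scaled between DMSO wells and medium-only wells, then curve-fitted and categorized by curve class.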
# Active calls of the source: *; i = inactive; ? = inconclusive; / = no result given; [ ] = dose if it differs, or a comment. Unless noted, calls come from the whole dose curve; as a rule, active = well fitted curve in the direction sought with a large enough effect; inconclusive = small, poorly fitted or top-dose-only effect, or another doubt; inactive = no such curve, though single readings can be large; an effect the other way counts as inactive or inconclusive.
SMILES,IL1B secr inh,KB-V1 cytotox,S2 tox,SW480 rerep,MCF10A rerep,ATXN2 expr inh,KB-3-1 tox,HT1080 IDH1KD tx,HT1080-NT tox
O=c1c(-c2cccc([N+](=O)[O-])c2)[n+]([O-])c2ccccc2n1O,8.0,5.6%,?,2.2%,-12.1%,-23.2%,-4.8%,-0.9%,-2.4%
COC(=O)CSc1nnc(-c2ccc(NS(=O)(=O)c3ccccc3)cc2)o1,?,-0.6%,i,-9.1%,-0.9%,-0.8%,7.9%,-18.5%,-25.3%
C=CCO/N=C/C1C(=O)CC(C)(C)CC1=O,1.3,-5.8%,i,-4.0%,-0.8%,?,-3.7%,1.8%,23.1%
CCOC(=O)C1(C)C=C(Nc2ccc(C)cc2)C(=O)N1c1ccccc1 (stereo not drawn),/,14.5%,i,/,/,9.0%,-0.4%,/,/
O=C(O)c1cc(C(=O)O)c(-c2ccccc2)c(C(=O)O)c1,2.6,?,i,1.9%,-0.8%,0.5%,-0.9%,20.5%,6.7%
NC(Cc1ccc(F)cc1)c1csc(Nc2nccc(C(F)(F)F)n2)n1 (stereo not drawn),-59.4*,1.0%,/,/,/,-20.3%,0.0%,14.6µM*,23.1µM*
CCN(CC)CCCNC(=O)Cn1cc2c(n1)CCC(C)C2 (stereo not drawn),7.9,9.8%,i,2.3%,5.0%,1.3%,6.0%,4.6%,0.4%
COc1ccc(-c2cc(C(F)(F)F)n3nc(C(=O)NCc4ccco4)c(Cl)c3n2)cc1,18.0,-3.1%,i,?,?,-20.1%,-14.0%,-0.2%,-10.5%
CCOC(=O)C1C(C#N)=C(N)OC(C)=C1c1ccncc1 (stereo not drawn),-19.0,-5.8%,i,3.0%,17.5%,-10.8%,3.2%,1.5%,4.0%
CCOC(=O)Cc1csc(NC(=O)c2cnc3scc(C)n3c2=O)n1,18.2,-11.0%,i,1.6%,-1.7%,5.0%,-5.0%,-5.0%,-0.2%
N/C(=N\OC(=O)COc1ccccc1)c1ccncc1,0.0,-20.8%,i,1.6%,8.3%,/,3.9%,9.9%,0.3%
O=C(CCNC(=O)Cn1ccc2ccccc2c1=O)NCCN1CCc2ccccc2C1,35.1,24.5%,i,-9.2%,-1.5%,3.5%,2.8%,?,-7.7%
Cc1ccc(NS(=O)(=O)c2cccc(C(=O)Nc3c(C)n(C)n(-c4ccccc4)c3=O)c2)cc1,0.0,2.7%,i,-8.6%,1.1%,2.7%,-11.9%,1.8%,22.7%
Cc1c(S(=O)(=O)c2ccccn2)c(N)n(Cc2ccccc2)c1C,/,-15.5%,i,2.7%,-10.1%,-2.0%,-3.6%,10.9%,12.4%
COc1ncc(-c2ccc(N3C(c4ccsc4)=Cc4ccccc4C3CC(C)=O)cc2)cn1 (stereo not drawn),-6.1,13.6%,i,/,/,-2.7%,?,-8.4%,-4.7%
COCCCNC(=O)CCNS(=O)(=O)c1ccc(C)cc1,91.7,3.8%,i,0.3%,-22.0%,11.5%,1.4%,5.1%,1.1%
CC(NC(=S)Nc1ccccc1)C1COc2ccccc2O1 (stereo not drawn),-4.5,?,i,-7.8%,-8.4%,-24.6%[11.3 µM],-15.2%,-16.9%,-2.4%
COC(=O)c1ccc(/C=C(\C#N)c2nc3ccccc3s2)cc1,44.0,7.4%,i,-2.9%,?,17.8%,-7.1%,9.9%,12.0%
Cc1cccc(C(=Cc2ccc([N+](=O)[O-])cc2)C(=O)O)c1,12.1,-2.1%,i,/,/,/,0.0%,0.0%,6.3%
CCOC(=O)N1CCN(C(=O)C2CCN(S(=O)(=O)CC)CC2)CC1,-12.2,-2.9%,i,-4.4%,-10.5%,1.7%,-10.3%,-2.6%,-2.1%
Fc1ccc(CSc2nnc(CN3CCOCC3)n2-c2ccccc2)c(Cl)c1,-10.7,-25.4%,i,-0.8%,20.5%,-2.7%,1.3%,-11.2%,-10.4%
C(=C\n1nnc2ccccc21)/c1ccc[nH]1,-9.9,5.7%,i,?,23.9%,28.5%,-1.0%,10.5%,7.0%
C=CCc1ccccc1OCCn1ccnc1,0.0,4.2%,i,3.7%,-1.1%,1.6%,-2.1%,9.6%,6.3%
NC(=O)c1cc2cc(Cl)ccc2o/c1=N/NC(=O)c1cccs1,-3.2,-4.1%,i,-24.1%,-2.0%,23.4%,21.6%,16.1%,27.2%
CCn1cc(C(=O)NCc2cccnc2)c2cc(OC)c(OC)cc2c1=O,20.7,5.3%,?,-4.1%,4.2%,-14.5%,22.1%,1.5%,4.2%

# Four records drawn at random from those above, as already listed:
SMILES,IL1B secr inh,KB-V1 cytotox,S2 tox,SW480 rerep,MCF10A rerep,ATXN2 expr inh,KB-3-1 tox,HT1080 IDH1KD tx,HT1080-NT tox
CCOC(=O)N1CCN(C(=O)C2CCN(S(=O)(=O)CC)CC2)CC1,-12.2,-2.9%,i,-4.4%,-10.5%,1.7%,-10.3%,-2.6%,-2.1%
COCCCNC(=O)CCNS(=O)(=O)c1ccc(C)cc1,91.7,3.8%,i,0.3%,-22.0%,11.5%,1.4%,5.1%,1.1%
O=C(CCNC(=O)Cn1ccc2ccccc2c1=O)NCCN1CCc2ccccc2C1,35.1,24.5%,i,-9.2%,-1.5%,3.5%,2.8%,?,-7.7%
COc1ncc(-c2ccc(N3C(c4ccsc4)=Cc4ccccc4C3CC(C)=O)cc2)cn1 (stereo not drawn),-6.1,13.6%,i,/,/,-2.7%,?,-8.4%,-4.7%

# New compounds follow.
SMILES,IL1B secr inh,KB-V1 cytotox,S2 tox,SW480 rerep,MCF10A rerep,ATXN2 expr inh,KB-3-1 tox,HT1080 IDH1KD tx,HT1080-NT tox
CN(C)C(=O)/C(=C\c1cccc(Oc2ccccc2)c1)NC(=O)c1ccccc1,-9.1,?,i,-0.8%,7.2%,-9.5%,-4.2%,-20.6%,-14.0%
COc1ccc(NC(=O)C2CCCN2C(=O)NC2CCCCC2)c(OC)c1 (stereo not drawn),5.1,-6.7%,?,-3.1%,-27.9%,6.8%,0.9%,?,16.5%
COc1ccc(CN2CCN(C(C)C(=O)N(C)Cc3cccc(F)c3)CC2)cc1OC (stereo not drawn),8.4,-11.1%,i,-18.5%,-7.6%,/,-21.0%,-0.7%,1.6%
CCOc1ncccc1C(=O)N1CCN(c2ccc(C(F)(F)F)cn2)CC1,28.1,?,i,-0.1%,13.9%,-25.2%,-13.3%,-6.0%,10.8%
O=[N+]([O-])c1ccc(C(O)CNC(=S)Nc2ccccc2)cc1 (stereo not drawn),-16.6,10.4%,i,1.8%,2.2%,-2.1%,2.0%,3.8%,-2.4%
Cc1c(NC(=O)C(CC(=O)O)NCc2ccco2)c(=O)n(-c2ccccc2)n1C (stereo not drawn),12.0,13.8%,i,-20.2%,4.6%,12.4%,0.0%,2.2%,0.1%
CCOC(=O)c1c(C)[nH]c(C)c1S(=O)(=O)N(C)CC(=O)Nc1ccc(C)cn1,19.6,-8.3%,i,-28.8%,1.7%,-13.7%,-1.0%,-0.8%,-3.1%
CC1CCC2(CC1)NC(=O)N(CC(=O)Nc1cccc(S(=O)(=O)N3CCCC3)c1)C2=O (stereo not drawn),-3.1,27.4%,i,-4.0%,0.0%,/,-3.9%,-8.9%,-11.0%
Cc1cccc(NC(=O)/C(C#N)=C/c2ccc(F)cc2)n1,-4.4,0.1%,i,27.4%,0.0%,/,-2.7%,-7.3%,-5.6%
Cn1nc(C(=O)Oc2cc(=O)n(C)c3ccccc23)c2ccccc2c1=O,37.8,2.7%,0.224µM*,7.8%,16.7%,/,6.2%,-0.2%,-2.4%
CS(=O)(=O)N1CCCCC1c1cc(C(=O)Nc2ccc3c(c2)OCO3)no1 (stereo not drawn),-24.8,-3.7%,i,/,/,38.7%[activator],0.0%,2.3%,-5.1%
COc1cc(OC)cc(-c2nnc(SCC(=O)N(Cc3ccccc3)C(C)(C)C)o2)c1,-4.5,?,i,22.6%,27.8%,4.8%,-13.7%,?,?
O=C(CCN1C(=O)C2CC=CCC2C1=O)Nc1nccs1 (stereo not drawn),0.8,12.6%,i,-0.4%,-0.6%,1.7%,-0.9%,15.7%,24.9%

# Limited to KB-3-1 tox, for some of the entries so far:
structure	KB-3-1 tox
NC(=O)c1cc2cc(Cl)ccc2o/c1=N/NC(=O)c1cccs1	21.6%
COc1ccc(NC(=O)C2CCCN2C(=O)NC2CCCCC2)c(OC)c1 (stereo not drawn)	0.9%
